SSB-PriA inh: blocks PriA binding to SSB C-terminal tail; AlphaScreen SSBct-PriA binding, biotinylated peptide; inhibition, % at 33 µM; hit rate 0.6% among 430,000; AID 1272365; in the data active = inhibition mostly above about 37%, no sharp cut-off; inactive = mostly below about 20%;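 also: plate controls were negative control peptide for no effect and reference peptide for full effect; strong numbers were not always called active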
Active calls of the source: *; & = joins results of further samples. Some of the compounds tested (hit frequency here may not be typical).

SMILES	SSB-PriA inh
CC(=O)c1cccc(NC(=O)CSc2cc(C)c3ccccc3n2)c1	-10.0&-2.0
CCOC(=O)c1sc(NC(=O)C2CCCCN2S(=O)(=O)c2cccs2)cc1C (stereo not given)	16.0
COc1ccc(Cl)cc1-n1nnc(C(=O)Nc2ccc(F)cc2F)c1C	-6.0
COc1ccc(C(=O)NC[C@](C)(O)C2CC2)cc1F	-9.0
O=C(CN1CCN(c2ccc(Cl)cc2)C1=O)NCCN1CCOCC1	-5.0
Cc1cc(O)cc(=O)n1CCO	2.0
COC(=O)Nc1nc(CC(=O)NCCc2c[nH]c3ccccc23)cs1	4.0&6.0
Cc1ccc(C)c(S(=O)(=O)N2CCN(c3ccc(-c4cccnc4)nn3)CC2)c1	-9.0
COCCN1CCC(CNC(=O)c2cccc(OC)c2)CC1	-6.0
CN(C(=O)CN1CCN(Cc2nc(C(C)(C)C)cs2)CC1)c1ccccc1	-3.0&0.0
COc1ccc(C=NNC(=O)c2ccc(Br)cc2)c(OC)c1	-6.3
Cc1ccc(-n2cc(C(=O)N3CCCC3)nn2)cc1	-7.0
COc1ccccc1C(=O)NN=Cc1c[nH]c2ccccc12	8.8
COc1ccccc1N1CCN(C(=O)Cc2cc(-c3ccc4c(c3)OCCO4)on2)CC1	-2.0
COc1cccc(C=NNC(=O)c2cc3c(OC)ccc(OC)c3[nH]2)c1O	3.3
CCc1cc2c(=O)c(-c3ccc4c(c3)OCCCO4)coc2cc1OC(=O)c1ccco1	-6.0
NC(=O)C1CCN(C(=O)Cc2csc(Nc3ccccc3)n2)CC1	-11.0&-5.0
COc1ccc(C(N)=NOC(=O)c2ccc([N+](=O)[O-])c(C)c2)cc1OC	3.6
COc1ccc2c(c1OC)C(=O)OC2Nc1cccc(C)c1 (stereo not given)	2.0
CCOC(=O)c1sc2nc(-c3ccccc3)cn2c1C	-11.0
O=C(CCc1c(Cl)cccc1Cl)N1CCC(N2CCc3sccc3C2)CC1	9.0
Cc1cccc(OCC(=O)NCC(=O)NN=Cc2c(C)[nH]c3ccccc23)c1	-8.5
COc1cccc(C(=O)NCC(O)c2ccoc2)c1OC (stereo not given)	3.0
COc1ccc(Cc2nnc(SCC(=O)Nc3ccc([N+](=O)[O-])cc3)n2N)cc1	4.0
Brc1ccc2nc(N3CCC(Cc4ccccc4)CC3)nc(-c3ccccc3)c2c1	-11.0
CS(=O)(=O)c1ccc(Nc2nc(C(=O)N3CCN(c4ncccn4)CC3)cs2)cc1	-8.0
Cc1ccc2nc(NC(=O)CSc3nnc(Cc4cccn4C)n3CCc3ccccc3)sc2c1	13.0
CSc1ccc(/C=C(\NC(=O)c2ccccc2F)C(=O)N2CC3CC(C2)c2cccc(=O)n2C3)cc1 (stereo not given)	15.0
COc1cccc(C(O)=C2C(=O)C(=O)N(c3ccccn3)C2c2ccccc2OC)c1 (stereo not given)	9.9
Cn1nc(CNC(=O)C(C)(C)Oc2ccc(Cl)cc2)c2c1CCCC2	13.0

The final 7 entries of the part before come first, to join the parts:
SMILES	SSB-PriA inh
COc1ccc(Cc2nnc(SCC(=O)Nc3ccc([N+](=O)[O-])cc3)n2N)cc1	4.0
Brc1ccc2nc(N3CCC(Cc4ccccc4)CC3)nc(-c3ccccc3)c2c1	-11.0
CS(=O)(=O)c1ccc(Nc2nc(C(=O)N3CCN(c4ncccn4)CC3)cs2)cc1	-8.0
Cc1ccc2nc(NC(=O)CSc3nnc(Cc4cccn4C)n3CCc3ccccc3)sc2c1	13.0
CSc1ccc(/C=C(\NC(=O)c2ccccc2F)C(=O)N2CC3CC(C2)c2cccc(=O)n2C3)cc1 (stereo not given)	15.0
COc1cccc(C(O)=C2C(=O)C(=O)N(c3ccccn3)C2c2ccccc2OC)c1 (stereo not given)	9.9
Cn1nc(CNC(=O)C(C)(C)Oc2ccc(Cl)cc2)c2c1CCCC2	13.0
O=C(CCSc1nnc2scc(-c3ccc(Cl)cc3)n12)Nc1cccc(-c2nc3ccccc3s2)c1	-13.0
O=C(COc1ccccc1F)NCCc1ncc(-c2cccs2)[nH]1	-3.0
CCn1c(-c2ccc(Cl)cc2)cs/c1=N/N=C/c1ccc(O)cc1	18.0
CSCCC(C)(O)CNC(=O)c1ccccn1 (stereo not given)	5.0
Cc1cc(C)cc(-n2c(C)cc(C=NNC(=O)c3cccc([N+](=O)[O-])c3C)c2C)c1	13.4
O=C(CSc1nc(C(F)(F)F)cc(=O)[nH]1)N1CCN(c2ccccc2)CC1	-6.0
CC(C)NC(=O)Nc1nc2c(s1)CN(C(=O)OC(C)(C)C)CC2	-24.0
COc1ccc(Cl)cc1S(=O)(=O)NC[C@H](O)c1csc2ccccc12	-21.0
COc1cccc(CSc2nc(CC(=O)Nc3ccc(C(C)C)cc3)cc(=O)[nH]2)c1	-3.0
CCOCCn1ccc2c(OCC(=O)NCc3ccco3)cccc2c1=O	-21.0&0.0
Cc1ccc(C)c(COC(=O)c2nnn(-c3ccc(Br)cc3)c2C)c1	2.0
CC(=O)Nc1nc2c(s1)CN(S(=O)(=O)C1CC1)CC2	-18.0
Cc1cc(C)n(-c2cc(SCC(=O)Nc3cccc(Cl)c3C)ncn2)n1	0.0
Cc1cccc(NC(=O)c2ccc(S(=O)(=O)N3CCCC(C)C3)cc2)n1 (stereo not given)	6.0
CCc1ccc(S(=O)(=O)N2CCN(c3ccc4nncn4n3)CC2)cc1	6.0
Cn1nnn(-c2ccc(NC(=O)c3ccccc3Cl)cc2)c1=O	-10.0
CN(C)C=Nc1nc2ncc(-c3ccc(Cl)cc3)c(N=CN(C)C)n2n1	-3.2
Cc1cccc(-c2nc(C)c(-c3cc(C(=O)N4CCc5ccccc5C4)n[nH]3)s2)c1	-7.0
O=C(NCCC1=CCCCC1)C(=O)Nc1c2c(nn1-c1ccc(F)cc1)CSC2	-11.0&9.0
CCOc1cccc2sc(NCCCN3CCOCC3)nc12	18.0
OCCCc1cnoc1	-18.0
CC(C)CS(=O)(=O)C1CN(C(=O)c2ccc(S(=O)(=O)N3CCOCC3)cc2)C1	-15.0
CC(C)c1cccc(C(C)C)c1NC(=O)c1ccco1	-4.0
Cn1ccnc1SCC1CCN(C(=O)Nc2cccc(C(F)(F)F)c2)CC1	-55.0
O=C(NCC(O)(c1cccs1)C1CC1)c1csc(-c2ccccc2)n1 (stereo not given)	-9.0
COc1ccccc1/C=C/C(=O)NCC(=O)NN=Cc1ccc2c(c1)OCO2	-11.6
Cc1cc(NC(=O)c2cnoc2C)ccc1N1CCCC1=O	-11.0
CN(C)c1ccc(CCCNC(=O)C(=O)Nc2ccc3c(c2)OCCO3)cc1	-6.0
CCc1nnc(-c2cc3ccccc3n2CC(=O)Nc2ccc3c(c2)OCCO3)o1	-15.0
O=C(Cc1csc(Nc2cccc(C(F)(F)F)c2)n1)Nc1ccc2c(c1)OCO2	-8.0
O=C(Nc1ccc(N2CCCCC2=O)cc1)c1cccc2ccccc12	-8.0
CN=c1scc(C)n1N=Cc1ccc(O)cc1O	25.9
COc1cc(CNc2cnc3cc(S(=O)(=O)N4CCCCC4)ccc3n2)cc(OC)c1	-16.0&-12.0
COc1ccc(C)c2sc(N3CCN(C(=O)c4ccno4)CC3)nc12	3.0
CC[C@H](Sc1nc2ccccc2c(=O)n1NC(=O)Cc1ccccc1)C(=O)N1CCOCC1	-4.0
COCC(C)(O)CNC(=O)NCc1ccccc1 (stereo not given)	-7.0
CN(C)CC#CCNC(=O)CCCc1ccccc1	-6.0
O=S(=O)(NCCOc1ccc(-c2ccco2)nn1)c1ccc2c(c1)CCCC2	26.0
O=C(Cc1cccs1)NCc1ccc(-c2ccc(F)cc2)o1	2.0
CC1(C)C(=O)C2(C(=O)O)CCC1C2 (stereo not given)	-12.0
Cc1cc(C(=O)NC2CCC(Oc3ccccn3)CC2)c(C)o1 (stereo not given)	2.0
CN1CCN(C2=NC(=O)/C(=C/c3ccc(OC(F)F)cc3)S2)CC1	-15.0
CCOC(=O)C1CCN(C(=O)C2COCC(=O)N2Cc2cccs2)CC1 (stereo not given)	6.0
O=C(CCCC(=O)Nc1cccc(Br)c1)NN=Cc1cc([N+](=O)[O-])ccc1O	-8.8
CC(O)(CNC(=O)Cc1ccsc1)C1CC1 (stereo not given)	-8.0
O=S(=O)(NCC1(c2ccsc2)CCCC1)c1ccccc1	-16.0
O=C(CSCc1ccccc1)Nc1ccc(-c2nc3cccnc3s2)cc1	-23.0&3.0
O=C(Cc1ccc(Cl)cc1)N(Cc1cccnc1)c1nc2c(F)cc(F)cc2s1	-12.0&-6.0
Cc1nc(-c2ccco2)sc1CNC(=O)c1csc(-c2ccccc2)n1	-1.0
CN1CCN(c2ncnc3[nH]ncc23)CC1	25.0
O=C(Cc1csc(NC(=O)c2ccc[nH]c2=O)n1)NC[C@H]1CCCO1	-3.0
COc1cccc(NC(=O)NNC(=O)c2cccn(Cc3cccc(F)c3)c2=O)c1	-16.0
O=C(Cc1cccs1)N1CC(n2cc(COc3ccccc3)nn2)C1	-7.0
Cc1ccccc1OCc1nc2ccccc2c(=O)n1N=Cc1cn[nH]c1-c1ccc(Br)cc1	-8.8
CC(C)c1nnc(-c2cc3ccccc3n2CC(=O)N2CCCc3ccccc32)o1	-17.0
O=C(Nc1nc(-c2nc3ccccc3s2)cs1)c1cc2ccccc2o1	-7.0
CCCCCNC(CC(=O)Nc1ccc(C(=O)OCC)cc1)C(=O)O (stereo not given)	-1.0
Cc1nc(SCC(=O)Nc2ccc(Br)cc2)cc(-c2ccncc2)n1	2.0
COc1cc(Br)cc2cc(C(=O)OCC(=O)c3ccc(Cl)cc3)c(=O)oc12	-14.0
CC(=O)N1CC(C(=O)Nc2ccc(S(N)(=O)=O)cc2)C1	-5.0
(further entries)
SMILES	SSB-PriA inh
COC(=O)C1CC(Oc2ccccc2F)CN1C(=O)Cc1c[nH]c2ccccc12 (stereo not given)	-7.0
Cc1ccccc1C(C#N)N(C)C (stereo not given)	10.0
COC(CNC(=O)c1cc(Br)cs1)c1ccc(Cl)s1 (stereo not given)	-8.0
CC(C)(C)c1csc(CN2CCN(S(=O)(=O)c3ccc(F)cc3)CC2)n1	-3.0
C=CC(=O)Oc1ccc(N2C(=O)c3cccc([N+](=O)[O-])c3C2=O)cc1	8.0
O=C1C2C3C=CC(CC3)C2C(=O)N1N=Cc1ccco1 (stereo not given)	-21.0
O=C(NCc1ccc(F)cc1)C1CCN(c2ccc(-c3cccs3)nn2)CC1	-8.0
Cc1cc(C)c(C)c(OCC(=O)ON=C(N)c2ccccn2)c1	-30.7
CCOC(=O)CNC(=O)CSc1nc2c(cnn2-c2ccc(Cl)cc2)c(=O)[nH]1	1.0
CC1CCCC(C)N1N=Cc1ccc(O)cc1 (stereo not given)	-3.9
COc1ccc(S(=O)(=O)C2CN(C(=O)c3cc(-c4ccc(F)cc4)c[nH]3)C2)cc1	-3.0
CON=Cc1ccc(N2CCOCC2)c([N+](=O)[O-])c1	-5.7
Cc1nn(C)c(C(=O)NN=Cc2cccnc2)c1Cl	-5.3
O=C(NCCCn1nc(-c2ccncc2)ccc1=O)Nc1ccccc1C(F)(F)F	-4.0
Cc1nc(-c2ccc(N3CCN(C(=O)c4ccc(=O)n(C)n4)CC3)nc2)no1	-17.0

Nothing new here: an excerpt of the list.
SMILES	SSB-PriA inh
Cc1nn(C)c(C(=O)NN=Cc2cccnc2)c1Cl	-5.3
O=C(NCCCn1nc(-c2ccncc2)ccc1=O)Nc1ccccc1C(F)(F)F	-4.0
Cc1nc(-c2ccc(N3CCN(C(=O)c4ccc(=O)n(C)n4)CC3)nc2)no1	-17.0

Additional structures.
SMILES	SSB-PriA inh
COc1ccc(C(=O)COc2cc(=O)n3ccccc3n2)cc1OC	-10.0
O=C(NCCSc1c(-c2ccccc2)[nH]c2ccccc12)C12CC3CC(CC(C3)C1)C2	-10.0
N#CCC(=O)NN=Cc1cccc(OC/C=C/c2ccccc2)c1	5.5
COc1cc(S(=O)(=O)NCCCN(C)C)c(OC)cc1Cl	-3.0
CC(C)CS(=O)(=O)C1CCN(C(=O)CCc2c(F)cccc2Cl)CC1	-12.0
Cc1ccc(N2CCN(C(=O)c3cccc(Cl)c3)CC2)nn1	-14.0
COCCN(Cc1ccoc1)C(=O)c1c(F)cccc1Cl	19.0
O=C(Nc1ccc(-c2ccc3nnc(-c4ccncc4)n3n2)cc1)c1ccc(F)cc1	-21.0
CC(C)N(C(=O)Cn1cnc2c(cnn2C2CCS(=O)(=O)C2)c1=O)c1ccccc1 (stereo not given)	-10.0
CN(C)S(=O)(=O)c1ccc2c(c1)OCCCO2	-10.0
CCOC(=O)Nc1nc(CC(=O)NCc2ccco2)cs1	-6.0
CCOC(=O)N1CCN(C(=O)C2CCCN(c3ccc(-c4ccc(F)cc4)nn3)C2)CC1 (stereo not given)	-9.0
COc1cccc(CSc2nc(CC(=O)Nc3nc(C)cs3)cc(=O)[nH]2)c1	-9.0
COc1ccc(Cl)cc1NC(=O)CCN1C(=O)c2ccccc2S1(=O)=O	-11.0
Cc1nc2ccc(NC(=O)COc3ccc(F)cc3F)cc2c(=O)n1-c1ccc(F)cc1	-4.0
COc1ccc(OC)c2sc(N(CCCN(C)C)C(=O)c3ccnn3C)nc12	-10.0
Cc1ccccc1-n1ncc2c(C3CC3)nn(CC(=O)Nc3ccc(C(N)=O)cc3)c(=O)c21	2.0
Cc1csc(CC(N)=O)n1	-11.0
CS(=O)(=O)N1CCC(C(=O)NCC2CCN(c3ccncc3)CC2)CC1	-6.0
CS(=O)(=O)C1CCN(C(=O)c2ccc(Cl)s2)CC1	-9.0
Cc1noc(-c2ccsc2NC(=O)COc2cccc3c2OC(C)(C)C3)n1	-9.0
OCCNC(=S)Nc1ccccc1	12.0
O=C(CSCc1ccccc1)Nc1ccccc1F	-6.0
COc1cccc(-c2nc(COC(=O)c3nnn(-c4cccc(SC)c4)c3C)c(C)o2)c1OC	4.0
Cn1cccc1C(C#N)N1CCOCC1 (stereo not given)	18.0
COc1c2ccc(C(=O)NCc3cccnc3-c3cccs3)cc2nn1C	-6.0
Cc1ccc2c(c1)c(-c1ccccc1)c(-c1ccccc1)n2CCC(=O)NN	34.0
O=C(Nc1cnc(N2CCOCC2)nc1)c1cccnc1	-3.0
COC(=O)c1ccc(Cn2c(S(C)(=O)=O)nc3ccccc32)cc1	-22.0&0.0
COc1ccc(Nc2nc3c(SC)cccc3s2)cc1	-11.0
Cn1c(=O)[nH]c(=O)c2[nH]c(NCc3ccco3)nc21	-1.0

Screens as filed in PubChem.
